Exocytosis inh – blocks lytic granule exocytosis. TALL-104 LAMP-1 surface exposure, flow cytometry; cells stimulated with thapsigargin and PMA. inhibition, % at 10 µM. 360,000 tested, 0.66% active. AID 651702;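 active = inhibition above about 55%, limit read from the data; inconclusive = no clear call, values can overlap the other calls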
TROY NFkB inh – TROY signaling inhibition. Q293 LMP1-TROYcd NF-kB luciferase reporter, 4 h. inhibition, % at 10 µM. 360,000 tested, 0.98% active;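 active = compounds whose plate-normalised and pattern-corrected inhibition of the luciferase reporter signal at the single screening dose is 50% or more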
ABHD5-PLIN5 inh – blocks binding of human ABHD5 to perilipin-5 | Q00G26+Q8WTS1 | Split G. princeps luciferase complementation, luminescence, 4 h | AID 602281 | inhibition, % at 4 µM | 360,000 tested, 0.78% active;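 active = inhibition above the mean inhibition across every tested compound plus 3 SD, cut at about 22% in these data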;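 note: 0% = DMSO only wells and the 100% control is not disclosed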
SRC3 inh – human NCOA3 inhibition; 360,000 tested, 0.17% active; Q9Y6Q9; inhibition, % at 3.6 µM; HEK293 GAL4-SRC3 luciferase reporter, luminescence;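 active = inhibition above a per-campaign cutoff, the mean of all compounds plus 3 SD, cut at about 60% in these data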;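 note: 0% = DMSO-treated cells and 100% = gossypol-treated cells at 36 µM; higher means less SRC3-driven luciferase light from the GAL4 reporter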
Target sequence (Q9Y6Q9 whole entry, looked up, the tested form may be a part): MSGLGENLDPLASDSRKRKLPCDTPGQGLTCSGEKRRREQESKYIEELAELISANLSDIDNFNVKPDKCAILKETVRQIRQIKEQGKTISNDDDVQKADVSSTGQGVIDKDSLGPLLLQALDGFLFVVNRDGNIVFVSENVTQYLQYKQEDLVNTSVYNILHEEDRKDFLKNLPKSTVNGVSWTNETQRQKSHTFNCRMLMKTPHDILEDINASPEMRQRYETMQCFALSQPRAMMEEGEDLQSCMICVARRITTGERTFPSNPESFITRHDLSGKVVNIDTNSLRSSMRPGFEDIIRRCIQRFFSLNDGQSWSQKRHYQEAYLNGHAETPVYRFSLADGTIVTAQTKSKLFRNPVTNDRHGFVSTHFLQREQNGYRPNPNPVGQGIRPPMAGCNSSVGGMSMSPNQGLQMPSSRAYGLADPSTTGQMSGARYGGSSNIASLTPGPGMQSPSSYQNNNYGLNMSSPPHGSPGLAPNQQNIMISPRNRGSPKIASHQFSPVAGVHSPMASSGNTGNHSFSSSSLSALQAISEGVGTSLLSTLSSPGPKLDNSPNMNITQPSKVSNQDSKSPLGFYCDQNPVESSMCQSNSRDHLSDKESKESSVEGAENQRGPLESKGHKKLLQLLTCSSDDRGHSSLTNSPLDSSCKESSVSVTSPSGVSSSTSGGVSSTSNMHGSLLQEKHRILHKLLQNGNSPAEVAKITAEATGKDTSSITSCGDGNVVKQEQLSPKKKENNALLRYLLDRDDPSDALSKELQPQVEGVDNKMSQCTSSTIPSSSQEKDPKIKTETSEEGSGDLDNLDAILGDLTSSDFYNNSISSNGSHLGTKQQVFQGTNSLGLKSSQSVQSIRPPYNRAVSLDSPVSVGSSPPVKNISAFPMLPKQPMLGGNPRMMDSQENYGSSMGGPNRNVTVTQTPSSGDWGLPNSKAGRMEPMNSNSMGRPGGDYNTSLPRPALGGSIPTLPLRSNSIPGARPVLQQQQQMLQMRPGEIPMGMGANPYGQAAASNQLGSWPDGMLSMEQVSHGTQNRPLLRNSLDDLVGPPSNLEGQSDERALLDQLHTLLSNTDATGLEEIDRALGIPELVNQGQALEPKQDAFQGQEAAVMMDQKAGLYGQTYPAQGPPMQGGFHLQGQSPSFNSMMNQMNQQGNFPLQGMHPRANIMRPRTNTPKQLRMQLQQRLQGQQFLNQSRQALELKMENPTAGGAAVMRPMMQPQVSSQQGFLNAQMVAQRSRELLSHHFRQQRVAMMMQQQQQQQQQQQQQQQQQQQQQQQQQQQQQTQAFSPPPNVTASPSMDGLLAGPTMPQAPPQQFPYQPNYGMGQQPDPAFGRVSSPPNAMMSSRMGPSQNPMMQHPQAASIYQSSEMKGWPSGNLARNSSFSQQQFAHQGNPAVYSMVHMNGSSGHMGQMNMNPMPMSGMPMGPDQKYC
SRC2 inh – inhibits human steroid receptor coactivator 2; Q15596; HEK293 GAL4-SRC2 luciferase reporter, luminescence; 370,000 tested, 0.17% active; AID 651957; inhibition, % at 9 µM;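 active = inhibition above the mean inhibition of all tested compounds plus 3 SD, set per campaign, cut at about 52% in these data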;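 note: 0% = DMSO treated cells and 100% = cells given Gossypol at 36 µM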
NR2F2 inh – inhibitors of human COUP-TFII (NR2F2). AID 686940. 370,000 tested, 0.7% active. inhibition, % at 8.6 µM. HEK293T NGFI-A luciferase reporter, luminescence;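 active = inhibition above a per-plate cutoff, mean inhibition of test wells between control levels plus 3 SD, cut at about 38% in these data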;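 note: cells cotransfected with COUP-TFII expression vector driving the NGFI-A reporter; 0% = median of COUP-TF2 test wells and 100% = reporter-only cells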
TLR9-MyD88 block – blocks human TLR9 binding to MyD88; Q9NR96+Q99836; inhibition, % at 4.98 µM; CHO BLA complementation TLR9-MyD88, CCF4 FRET ratio; 340,000 tested, 0.21% active;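 active = inhibition above the mean over all tested compounds plus 3 SD, cut at about 21% in these data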;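 note: 0% = DMSO only wells and 100% = clavulanate BLA inhibitor control wells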
LRH-1 inv ag – NR5A2 inverse agonism in reporter assay; O00482; HEK293T StAR-luciferase reporter, LRH-1 transfected, 24 h; inhibition, % at 3.6 µM; 360,000 tested, 0.13% active; AID 602396;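 active = inhibition above the mean inhibition of all tested compounds plus 3 SD, cut at about 73% in these data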;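 note: 0% = DMSO wells and 100% = reporter-only cells lacking LRH-1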
TWEAK-Fn14 inh – inhibitors of TWEAK-Fn14 interaction signaling. TWEAK-stimulated Fn14 reporter cells, luciferase luminescence, 8 h. inhibition, % at 10 µM. 360,000 tested, 2% active; in the data active = inhibition above about 50%
NOD2 RIPK2 PPI – blocks binding of human NOD2 to RIPK2; O43353; CHO BLA complementation NOD2-RIPK2, CCF4 ratio; inhibition, % at 4.98 µM; 360,000 tested, 0.38% active; in the data active = inhibition above about 21%;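 note: 0% = vehicle only and 100% = reference blocker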
SRC1 inh – inhibits human SRC1 coactivator. Q15788. HEK293 GAL4-SRC1 luciferase reporter, luminescence. 360,000 tested, 0.12% active. inhibition, % at 3.6 µM;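 active = inhibition above the campaign mean plus 3 SD, with each screening campaign given its own cutoff, cut at about 60% in these data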;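 note: 0% = DMSO treated cells and 100% = gossypol at 36 µM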
* hit, by the source's call; ? = inconclusive; / = not tested or not shown. Only part of the results is shown; count on the stated rates, not on these rows.

| # | mol | Exocytosis inh | ABHD5-PLIN5 inh | SRC3 inh | NOD2 RIPK2 PPI | SRC1 inh | TROY NFkB inh | SRC2 inh | TLR9-MyD88 block | LRH-1 inv ag | TWEAK-Fn14 inh | NR2F2 inh |
| --- | --- | --- | --- | --- | --- | --- | --- | --- | --- | --- | --- | --- |
| 1 | COc1ncnc2c1ncn2CCCNCc1ccc2c(c1)OCO2 | 0 | -2 | 0 | -16 | 8 | -2 | -13 | -7 | -21 | 10 | -5 |
| 2 | NC(=O)C1=C[C@@H](c2ccc(Br)cc2)C[C@@H](OCCCCO)O1 | -4 | 0 | -12 | -3 | -9 | -16 | 15 | 5 | -16 | 4 | -11 |
| 3 | c1ccc2[nH]c3cc4ncnc4cc3nc2c1 | -1 | 0 | -33 | -8 | -24 | -13 | -35 | -1 | -19 | -18 | -22 |
| 4 | COc1ccc(C(=O)NCC(=O)OCC(=O)c2c[nH]c3ccccc23)cc1 | -6 | 0 | -21 | -4 | -3 | -20 | -13 | 0 | 2 | 1 | 11 |
| 5 | CC(=O)c1c(C)oc2c1cc(O)c1ccccc12 | 89* | 2 | -12 | 5 | -46 | -22 | -31 | 5 | 4 | -21 | -20 |
| 6 | COc1ccccc1CNC(=O)C1(C)Oc2cccnc2NC1=O (stereo not given) | -1 | -2 | 17 | -3 | 0 | 5 | 0 | -1 | 4 | 4 | 14 |
| 7 | CCCc1cc2c(-c3ccccc3)cc(=O)oc2cc1OCc1ccc(C(=O)O)o1 | 2 | 2 | -1 | 16 | 1 | 44 | 20 | -8 | 12 | -8 | -12 |
| 8 | O=C(CCCN1C(=O)/C(=C/c2ccco2)SC1=S)Nc1ccccc1C(=O)O | -1 | 4 | 2 | -6 | -20 | 9 | -18 | -5 | -12 | 3 | 1 |
| 9 | CCCn1nc(NC(=O)c2cccs2)c2cc3ccccc3nc21 | -1 | 6 | 5 | 10 | 3 | 6 | -9 | 3 | 10 | -7 | 5 |
| 10 | CCn1c(CSc2nc3ccccc3[nH]2)n[nH]c1=S | 1 | -3 | 3 | -5 | 4 | 17 | / | 0 | 7 | 0 | / |
| 11 | COc1cc(CN2CCC(C(=O)N3CCN(c4ccccc4F)CC3)CC2)ccc1O | 0 | 8 | 2 | -1 | 10 | -9 | 17 | 4 | 6 | -2 | 1 |
| 12 | CC(C)CNC(=O)COc1ccc2c3c(c(=O)oc2c1)CCC3 | -3 | 1 | 16 | 2 | -6 | -39 | 23 | 10 | 25 | -12 | 1 |
| 13 | Cc1ccc(S(=O)(=O)N2CCCCC2)cc1NC(=O)COC(=O)C1CC1 | 3 | 4 | 14 | -7 | 1 | -10 | 6 | -8 | -12 | 15 | -9 |
| 14 | CCC(N)C12CC3CC(CC(O)(C3)C1)C2 (stereo not given) | 0 | 3 | -6 | -15 | -11 | -4 | -8 | 2 | -10 | 12 | -4 |
| 15 | CCCc1ccc(-c2csc(NC(=O)C3=COCCO3)n2)cc1 | -6 | -6 | -33 | 4 | -58 | -20 | -20 | -10 | -83 | 7 | -25 |
| 16 | CCOC(=O)c1ccc2c(c1)sc(=NC(=O)c1ccco1)n2CCOC | 0 | 0 | -22 | -7 | -21 | -37 | 6 | 4 | -10 | -2 | -2 |
| 17 | COc1cc(C(=O)NCC(=O)OCn2nnc3ccccc3c2=O)cc(OC)c1OC | -6 | 0 | 9 | -10 | -14 | 2 | -7 | -10 | -8 | -16 | -34 |
| 18 | COC(=O)C1CCN(c2c([N+](=O)[O-])cc(C(F)(F)F)cc2[N+](=O)[O-])CC1 | 2 | 7 | 21 | -5 | 12 | -7 | -4 | -2 | -13 | 9 | -11 |
| 19 | Cc1cc(N)ccc1NC(=O)CN1CCCC1 | 27 | 7 | 5 | -16 | 1 | 8 | -3 | -6 | 0 | -5 | 10 |
| 20 | O=C(c1cccc(N2CCNC2=O)c1)N1CCCC(Nc2cccc(F)c2)C1 (stereo not given) | -3 | -4 | -13 | -9 | 3 | 4 | -5 | -2 | -2 | -2 | -4 |
| 21 | CC(=O)N1CCc2ccc(S(=O)(=O)Nc3ccccc3Cl)cc21 | -1 | 0 | 11 | -11 | -1 | 1 | 16 | 1 | 19 | 7 | 1 |
| 22 | O=C1CCCC2=C1C(c1ccc(O)c(Br)c1)C1=C(CCCC1=O)N2c1ccccc1 | -3 | 2 | 1 | -12 | 7 | 19 | 11 | 5 | 16 | 17 | 12 |
| 23 | CC(=O)Nc1c(-c2ccc(Cl)cc2)c(=O)c2ccccc2n1C | -4 | 9 | 8 | -9 | 14 | 17 | 20 | -3 | -11 | 1 | -1 |
| 24 | CN(C)c1ccc(/C=N\NC(=O)CC#N)cc1 | -6 | -5 | 5 | -3 | -24 | -4 | -29 | -8 | 3 | -23 | -2 |
| 25 | Cc1cc(C)nc(Nc2ccc(Cl)cc2C)n1 | 14 | -3 | -3 | -3 | -14 | -1 | 1 | 13 | -17 | 2 | 18 |
| 26 | CCOC(=O)C1(Cc2cccc(Cl)c2)CCCN(C(=O)c2ccoc2C)C1 (stereo not given) | -3 | 4 | 11 | 1 | 25 | -10 | -9 | -5 | -20 | 7 | 10 |
| 27 | C=CCOc1c(Cl)cc(CNc2ccc(N(C)C)cc2)cc1OC | 3 | -12 | 22 | -3 | 8 | 18 | -25 | 8 | 10 | 30 | 17 |
| 28 | COc1ccc(C2=NN(CC(=O)NCc3ccco3)C(=O)CC2)cc1 | 0 | 0 | 11 | -3 | 5 | 8 | -5 | -6 | 8 | 9 | -2 |
| 29 | CC(=O)c1c(N2CCN(c3ccccc3)CC2)nc(=S)n(-c2ccccc2)c1C | 1 | -4 | 0 | -4 | -4 | 10 | 6 | 1 | -6 | -1 | 7 |
| 30 | Cc1cc(C(=O)NCCc2ccc(Cl)cc2)c(C)o1 | -1 | -5 | -33 | 0 | -62 | -22 | -41 | 1 | -99 | -7 | -5 |

3 compounds from above with just SRC2 inh, TROY NFkB inh and SRC3 inh.
No. | molecule | SRC2 inh | TROY NFkB inh | SRC3 inh
23 | CC(=O)Nc1c(-c2ccc(Cl)cc2)c(=O)c2ccccc2n1C | 20 | 17 | 8
6 | COc1ccccc1CNC(=O)C1(C)Oc2cccnc2NC1=O (stereo not given) | 0 | 5 | 17
15 | CCCc1ccc(-c2csc(NC(=O)C3=COCCO3)n2)cc1 | -20 | -20 | -33

Back to the main list with the 2 entries that preceded the break.
| # | mol | Exocytosis inh | ABHD5-PLIN5 inh | SRC3 inh | NOD2 RIPK2 PPI | SRC1 inh | TROY NFkB inh | SRC2 inh | TLR9-MyD88 block | LRH-1 inv ag | TWEAK-Fn14 inh | NR2F2 inh |
| --- | --- | --- | --- | --- | --- | --- | --- | --- | --- | --- | --- | --- |
| 29 | CC(=O)c1c(N2CCN(c3ccccc3)CC2)nc(=S)n(-c2ccccc2)c1C | 1 | -4 | 0 | -4 | -4 | 10 | 6 | 1 | -6 | -1 | 7 |
| 30 | Cc1cc(C(=O)NCCc2ccc(Cl)cc2)c(C)o1 | -1 | -5 | -33 | 0 | -62 | -22 | -41 | 1 | -99 | -7 | -5 |
| 31 | Cc1ccc(NC(=O)CN2C(=O)NC(C)(C)C2=O)cc1S(=O)(=O)N1CCCCCC1 | -1 | -1 | -1 | -15 | 7 | -11 | 5 | 1 | -15 | 0 | 2 |
| 32 | COc1ccc(CCNC(=O)Cn2c(=O)oc3ccccc32)cc1OC | ? | 9 | 1 | -14 | -2 | -12 | -27 | 9 | 14 | -18 | -4 |
| 33 | COc1ccc(OCCn2c(=N)n(CCO)c3ccccc32)cc1 | 1 | 1 | 14 | 1 | -6 | -18 | -10 | 3 | 5 | 8 | 0 |
| 34 | COc1cccc(OCc2cc(C3Nc4ccccc4C(=O)N3Cc3ccco3)ccc2OC)c1 (stereo not given) | 12 | 15 | 3 | -10 | -16 | -7 | 18 | -5 | 0 | 21 | 16 |
| 35 | CC(C)(C)OC(=O)N(CCc1ccccc1)Cc1ccc(OCc2cccc(NC(=O)C3CCC3)c2)cc1 | -4 | -5 | 19 | -4 | 8 | 5 | 22 | 0 | 7 | 39 | 6 |
| 36 | CC(C)C[C@H]1CNC(=O)C(=O)N1C[C@H](C)NC(=O)Cc1ccccc1 | -3 | 1 | -5 | 9 | -39 | 3 | -12 | -5 | -15 | 3 | 6 |
| 37 | Cc1c(C)c2cc(Cl)c(OCC(=O)N3CCN(c4ccc(F)cc4)CC3)cc2oc1=O | 4 | 2 | 6 | -8 | 0 | 5 | -17 | 0 | 3 | 3 | -20 |
| 38 | N=c1oc2ccc(Cl)cc2cc1C(=O)Nc1ccc(F)cc1 | 11 | 0 | -50 | -7 | -46 | -44 | -17 | 0 | -35 | 6 | -40 |
| 39 | Cn1c(N)c(C(=O)COC(=O)CC(NC(=O)c2ccccc2Cl)c2ccccc2)c(=O)n(C)c1=O (stereo not given) | -3 | -4 | 7 | -14 | 5 | 4 | 22 | 4 | 2 | -3 | 4 |
| 40 | COc1ccc(OC)c(CNn2c(-c3ccccc3F)nc3ccccc3c2=O)c1 | 2 | 2 | 16 | -3 | 11 | 11 | 10 | -9 | -15 | 15 | 13 |
| 41 | COc1ccc(C(CNC(=O)Cc2c(F)cccc2Cl)N2CCCCC2)cc1 (stereo not given) | 8 | -7 | 13 | -8 | -6 | 13 | 2 | -9 | -2 | -15 | -12 |
| 42 | CCN(CC)C(=O)C1=C(C)NC(=S)NC1c1cccs1 (stereo not given) | -3 | -7 | 15 | -11 | 9 | 2 | 4 | 6 | 4 | -10 | 5 |
| 43 | O=C(N=C1SC2CS(=O)(=O)CC2N1c1cc(Cl)ccc1Cl)C1CCCO1 (stereo not given) | -1 | 0 | -11 | 7 | -1 | -18 | -23 | -1 | -5 | 2 | -10 |
| 44 | CCOC(=O)C1=C(CNCc2ccc(F)cc2)NC(=O)NC1c1cccc([N+](=O)[O-])c1 (stereo not given) | -3 | 3 | 21 | -4 | -6 | -11 | -1 | -5 | -8 | 25 | 7 |
| 45 | NC(=O)N/N=C/c1ccc(N2CCOCC2)s1 | -2 | -10 | -11 | -15 | -40 | 18 | 3 | -1 | 11 | -4 | -6 |
| 46 | Cc1cc(C)cc(NC(=O)C(OC(=O)C2=COCCO2)c2ccccc2)c1 (stereo not given) | -2 | 2 | 12 | 5 | 1 | -4 | 4 | 3 | -8 | -16 | 12 |

Exocytosis inh: hit marks shown above.
No.	smiles	Exocytosis inh	ABHD5-PLIN5 inh	SRC3 inh	NOD2 RIPK2 PPI	SRC1 inh	SRC2 inh	TLR9-MyD88 block	LRH-1 inv ag	TWEAK-Fn14 inh	NR2F2 inh
5	CC(=O)c1c(C)oc2c1cc(O)c1ccccc12	89*	2	-12	5	-46	-31	5	4	-21	-20
